KCNH2 3.1 inh = qHTS for Inhibitors of KCHN2 3.1: Mutant qHTS. U2OS KCNH2 3.1, thallium flux FluxOr; stronger effect = lower value. AID 720553, 2013. 0.95% of 340,000 active. activity change, % (tested at about 1.8 µM);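 active = maximum activity change below -70%; inconclusive = maximum activity change from -70% to -50%; inactive = maximum activity change above -50%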;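 also: thallium influx rate constant from kinetic fluorescence after stimulation buffer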
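FluxOr-based Tl+ influx in U2OS cells transduced with KCNH2 3.1 virus; rate constants normalized to DMSO controls.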
Eya2 inh = qHTS Assay for Inhibitors of the Phosphatase Activity of Eya2; AID 488837, 2010; Protein phosphatase EYA2 (Homo sapiens), O00167; recombinant Eya2, OMFP fluorescence dephosphorylation (OMFP is methylfluorescein phosphate); 0.006% of 330,000 active; Potency, µM (series often up to 76.9 µM), for inactives: top-dose activity, negative = inhibition, most hits filed as inhibitors; also: potency is read from the fitted curve at half-maximal effect
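Eya2 protein (added as 0.2 uM solution) was preincubated with compound for 10 min at ambient temperature in 50 mM HEPES pH 7.5, 50 mM NaCl, 5 uM MgCl2, 0.05% BSA, 1 mM DTT. OMFP (added at 50 uM) then reacted 10 min; fluorescence read at 485/525 nm.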
FBPA coupling cs = qHTS Assay for Inhibitors of Fructose-1,6-bisphosphate Aldolase from Giardia Lamblia: Coupling assay counterscreen | AID 2472, 2010 | activity change, negative = inhibition, % at 58.2 µM, hits read low | coupling enzyme system counterscreen, AmpLite Red fluorescence | 0.67% of 290,000 active; in the data active = activity change below about -30%
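First, compound is pin-transferred into glyceraldehyde-3-phosphate coupling-enzyme reagent at 57.5 uM final and held 10 min at RT. Next, substrate, coupling system and AmpLite Red are added. After 20 min RT, fluorescence (525/598 nm) is read.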
uPA surface inh = qHTS for Inhibitors of Cell Surface uPA Generation; cell surface uPA generation assay, qHTS; Potency, µM (highest dose often 38.3 µM), without a hit: top-dose activity change, negative = inhibition, actives largely listed as inhibitors; 0.31% of 330,000 active; active = well fitted inhibition curve with a large enough effect; inconclusive = small, poorly fitted or top-dose-only effect; inactive = no such curve, though single readings can be large or run the other way; tested in mouse RAW 264.7 cells; also: potency is read from the fitted curve at half-maximal effect; nearly all actives have a fitted effect of over 55% in size
PKM2 act = qHTS Assay for Activators of Human Muscle isoform 2 Pyruvate Kinase | Pyruvate kinase PKM (Homo sapiens), P14618 | purified PKM2, Kinase-Glo ATP luminescence, activation; response scale: 0% is enzyme alone, no compound | Potency, µM (series often up to 57.5 µM), without a hit: at the top dose activation, usual class: activators | 0.34% of 260,000 active | AID 1631, 2009; also: potency is read from the fitted curve at half-maximal effect; nearly all actives have a fitted effect of over 55% in size
Target sequence (P14618 whole entry, looked up, canonical isoform): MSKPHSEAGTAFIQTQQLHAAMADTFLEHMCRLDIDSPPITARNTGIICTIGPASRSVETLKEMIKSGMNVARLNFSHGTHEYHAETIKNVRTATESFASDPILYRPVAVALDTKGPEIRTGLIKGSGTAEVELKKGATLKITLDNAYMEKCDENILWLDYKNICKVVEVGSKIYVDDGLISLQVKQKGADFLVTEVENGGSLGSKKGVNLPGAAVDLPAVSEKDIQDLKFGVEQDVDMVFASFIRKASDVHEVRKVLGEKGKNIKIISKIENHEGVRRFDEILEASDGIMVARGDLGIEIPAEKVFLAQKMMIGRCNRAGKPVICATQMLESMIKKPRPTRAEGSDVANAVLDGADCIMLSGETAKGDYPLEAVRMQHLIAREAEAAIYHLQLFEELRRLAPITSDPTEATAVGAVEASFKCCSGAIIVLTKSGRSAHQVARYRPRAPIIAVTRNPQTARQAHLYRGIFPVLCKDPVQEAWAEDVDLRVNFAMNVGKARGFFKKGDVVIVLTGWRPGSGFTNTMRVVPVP
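Purified hPK-M2 (>95%) run at intermediate activity with 0.1 mM ADP and 0.5 mM PEP in 50 mM imidazole pH 7.2, KCl, MgCl2; 1 h room temperature. ATP formed read by Kinase-Glo luminescence; normalized to uninhibited and no-enzyme controls.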
USP2a block = qHTS Assay for Inhibitors of Ubiquitin-specific Protease USP2a Using CHOP2 as the Reporter | USP2 core, Ub-CHOP2 coupled fluorogenic reporter, 485/531 | Potency, µM (highest dose often 38.3 µM), for inactives: at the top dose activity change, negative = inhibition, hits mostly inhibitors | 0.01% of 330,000 active;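 also: potency is read from the fitted curve at half-maximal effect; plate controls were DMSO wells for no effect and full inhibition by NEM control for full effect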
Target sequence (O75604 whole entry, looked up): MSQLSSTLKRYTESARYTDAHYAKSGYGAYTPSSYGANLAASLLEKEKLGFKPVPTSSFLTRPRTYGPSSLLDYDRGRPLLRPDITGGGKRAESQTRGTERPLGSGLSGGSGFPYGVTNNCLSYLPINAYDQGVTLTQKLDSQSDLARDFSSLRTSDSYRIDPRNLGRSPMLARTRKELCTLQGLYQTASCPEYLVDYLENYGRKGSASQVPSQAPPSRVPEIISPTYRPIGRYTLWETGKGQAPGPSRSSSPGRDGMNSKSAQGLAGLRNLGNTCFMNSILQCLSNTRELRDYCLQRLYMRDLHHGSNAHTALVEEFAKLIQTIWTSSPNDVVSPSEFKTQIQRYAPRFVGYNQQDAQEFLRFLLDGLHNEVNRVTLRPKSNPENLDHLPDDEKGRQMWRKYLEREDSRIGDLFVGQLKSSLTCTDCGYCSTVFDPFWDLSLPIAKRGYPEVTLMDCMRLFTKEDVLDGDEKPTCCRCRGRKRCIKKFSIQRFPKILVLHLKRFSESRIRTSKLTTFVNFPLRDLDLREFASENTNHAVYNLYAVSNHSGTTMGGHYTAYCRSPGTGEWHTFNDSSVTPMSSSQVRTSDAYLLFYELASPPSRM
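USP2 core (10nM final) preincubated 30min RT with compound in 20mM Tris-HCl pH 8.0, 2mM CaCl2, 2mM beta-mercaptoethanol, 0.05% CHAPS; 25nM Ub-CHOP2 plus 25nM reporter substrate added, fluorescence (Ex485/Em531) read after 60min.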
GALK inhibitor = qHTS Assay for Inhibitors of Human Galactokinase (GALK). 0.007% of 270,000 active. Potency, µM (top dose mostly 57.5 µM), for inactives: at the top dose activity change, negative = inhibition, actives largely listed as inhibitors. P51570. Purified GALK, Kinase-Glo residual ATP luminescence; also: potency is read from the fitted curve at half-maximal effect
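Kinase-Glo Plus luminescence measured ATP left after a 1 h room-temperature reaction. The reaction used 5 nM GALK, 100 uM galactose and 35 uM ATP at pH 8.0 (20 mM HEPES, 5 mM MgCl2, 60 mM NaCl, 1 mM DTT, 0.01% BSA).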
KCNH2 WT inh = qHTS for Inhibitors of KCHN2 3.1: Wildtype qHTS; Voltage-gated inwardly rectifying potassium channel KCNH2 (Homo sapiens), Q12809; U2OS, BacMam KCNH2, thallium flux FluxOr; stronger effect = lower value; activity change, % at 1.84 µM; 0.37% of 340,000 active; AID 720551, 2013;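 active = maximum activity change below -70%; inconclusive = maximum activity change between -70% and -50%; inactive = maximum activity change above -50%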
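U2OS cells transduced with wild-type KCNH2 virus are loaded with FluxOr dye for 45 min, and thallium flux is measured in kinetic reads before and after stimulation buffer. Rate constants are normalized to DMSO controls.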
B2AR arrestin = qHTS assay of beta-arrestin-biased ligands of beta2-adrenergic receptor; Beta-2 adrenergic receptor (Homo sapiens), P07550; beta-arrestin recruitment to beta2AR, cell-based reporter; Potency, µM (top dose mostly 46.1 µM), inactives show at the highest dose activation, actives largely listed as activators; 0.02% of 330,000 active;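 also: potency is read from the fitted curve at half-maximal effect; 0% = DMSO controls and full agonism = EC100 isoproterenol or metaproterenol; nearly all actives have a fitted effect of over 65% in size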
Giardia killer = Small Molecules that selectively kill Giardia lamblia: qHTS; Giardia lamblia trophozoite viability; activity change, % at 7.66 µM, hits read low; 0.15% of 340,000 active; in the data active = activity change below about -80%; inconclusive = between about -30% and that limit;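 also: parasites exposed to compound for two days anaerobically before the ATP read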
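Anaerobic 48 hrs incubation at 37 deg C of 100 trophozoites/well with test compounds; ATPLite 1-Step luminescence, 15-30 min RT, reports cellular ATP as viability.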
BCR signal inh = qHTS Assay to Find Inhibitors of Chronic Active B-Cell Receptor Signaling; ABC-DLBCL IkBa-CBG/CBR reporter, luminescence ratio, 4 h; Potency, µM (highest dose often 46.1 µM), without a hit: at the top dose ratio change, negative = lower green/red ratio, most hits filed as inhibitors; 0.05% of 340,000 active; active = well fitted inhibition curve with a large enough effect in the signal ratio, with a control signal flat, not every such curve was filed as active; inconclusive = small, poorly fitted or top-dose-only effect, or effect the other way, or a change in a side signal; the % refers to the signal ratio;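 also: potency is read from the fitted curve at half-maximal effect; plate controls were basal doxycycline-induced cells for no effect and cells given 10 µM MG132 for full effect; MG132 reads +100%, hits lower the ratio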
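Compounds up to 46 uM were incubated four hours with TMD8 cells whose green CBG68 luciferase is fused to IkappaBalpha; red CBR luminescence normalised the signal, and concentration-effect curves were fitted to fusion, red and ratio data.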
* = called active by the depositor; ? = inconclusive; · = not tested or not shown; & = joins results of further samples; [ ] = another dose, or the depositor's remark. Unless noted, calls follow the shape of the dose curve; as a rule, active = well fitted curve in the direction sought with a large enough effect; inconclusive = small, poorly fitted or top-dose-only effect, or another doubt; inactive = no such curve, though single readings can be large; an effect the other way counts as inactive or inconclusive. Unless noted, % is scaled to controls: 0 for no effect and ±100 for the full control effect.

SMILES	KCNH2 3.1 inh	Eya2 inh	FBPA coupling cs	uPA surface inh	PKM2 act	USP2a block	GALK inhibitor	KCNH2 WT inh	B2AR arrestin	Giardia killer	BCR signal inh
COc1ccccc1-c1ccc2nnc(SC)n2n1	16	-6%	-3	-2%	0%[0.46 µM]	0%	1%	3	0.0%	4	-13%
O=C(Nc1ccc(S(=O)(=O)Nc2nccs2)cc1)c1cc(-c2ccccn2)nc2ccccc12	0	-2%	7	0%	-3%	-2%	3%	-1	0.3%	-1	5%
COc1ccc(C(=O)NCCC2=CCCCC2)cc1[N+](=O)[O-]	-12	0%	0	-1%	0%	1%	0%	3	3.2%	-9	?
Cc1sc2nc(CSc3ccc([N+](=O)[O-])c(C(F)(F)F)c3)[nH]c(=O)c2c1C	-10	7%	1	0%	8%	2%	1%	2	-2.9%	-1	3%
O=C(Nc1ccccc1[N+](=O)[O-])C1=C(O)CCn2c1nc1ccccc12	-1	11%	0	7%	0%	0%	0%	-8	-1.0%	11	?
CCN(Cc1cc2ccccc2[nH]c1=O)S(=O)(=O)c1ccccc1	-15	3%	1	3%	1%	1%	0%	-6	0.1%	4	?
NC1=NC(c2ccccc2)N=C(Nc2ccccc2)N1 (stereo unspecified)	·	-19%	1	·	3%	0%	1%	·	0.5%	·	?
O=C(NNc1cc(Cl)cc(Cl)c1)C1CCC1	2	14%	0	-2%	0%	-2%	-5%	-1	0.1%	-20	-15%
Cc1cccc(N2CCN(Cc3nc(-c4cccc(Oc5ccccc5)c4)oc3C)CC2)n1	-12	-5%	2	-9%	1%	2%	10%	12	-0.5%	17	-2%
CC1(C)C=Cc2cc3ccc(=O)oc3cc2O1	7	7%	2&1	-4%	-26%	-9%	1%	-4	-0.1%	7	-6%
Cc1ccc(S(=O)(=O)N(C)C)cc1NC(=O)CCc1ccccc1	40	-10%	2	11%	6%	4%	·	8	0.0%	-24	13%
C=CCn1c(SCCN2C(=O)c3ccccc3C2=O)nc2scc(-c3ccccc3)c2c1=O	-32	3%	3	2%	-1%	1%	-1%	-4	-0.1%	-1	-2%
COc1ccc(CN(C)CC(=O)Nc2ccccc2C(=O)NC2CC2)cc1	-6	4%	·	17%	·	1%	·	4	0.1%	-22	-17%
O=C(N/N=C/c1ccc2ncccc2c1)c1cc(-c2cccs2)nc2ccccc12	3	-7%	-5	?	-13%	4%	-1%	-9	-0.7%	-4	-11%
Cc1ccc(NC(=S)NC2CCCC2)cc1C	-4	6%	1	-3%	0%	3%	2%	-2	-0.2%	1	?
CC1CCN(CCOCCOc2ccc(Cl)cc2Br)CC1	-20	-15%	-2	-5%	-6%	-1%	0%	-7	0.2%	9	-14%
COc1ccccc1NS(=O)(=O)c1cccc(C(=O)OCC(=O)Nc2cc(C)on2)c1	-3	-27%	-3	-3%	5%	6%	-2%	-1	0.1%	1	?
CN1CCCN(S(=O)(=O)c2ccccc2)c2nc3ccccc3nc21	-7	20%	·	?	·	-7%	·	-6	0.2%	3	?
CCOC(=O)c1csc(NC(=O)C2=COCCO2)n1	13	-4%	·	-13%	-2%	0%	-1%	-32	-0.5%	26	9%
COc1ccc(CN=C(Nc2ccccc2)SC2CC(=O)NC2=O)cc1 (stereo unspecified)	-14	-2%	0	2%	13%	3%	0%	-1	-0.1%	-20	?
COC(=O)C1=C(C)N(Cc2ccccc2)C(=NCc2ccc(OC)cc2)N[C@H]1c1ccccc1	-47	-7%&2%	1	?	17%	0%&2%	·	-3	-0.7%&0.3%	-12	?
O=C(Nc1ccccc1Cl)c1cc[n+]([O-])cc1	-20	16%	-1	-1%	-4%	1%	10%	-1	-0.1%	-10	-13%
CCC(CC)C(=O)N1CCN(c2cccc(C)c2C)CC1	3	-9%	13	-4%	-4%	0%	2%	13	-1.3%	-29	5%
Cc1cccc(NC(=O)C2CCN(S(=O)(=O)c3cccc4nonc34)CC2)c1	-4	-24%	-3	1%	0%	-1%	-1%	2	-0.2%	25	?
CCC(c1nnnn1CCc1ccccc1)N(Cc1ccco1)Cc1cc2c(C)ccc(C)c2[nH]c1=O (stereo unspecified)	-3	2%	2	-15%	0%	-18%	9%	-2	0.3%	3	-1%

Full records from above. Order of values: KCNH2 3.1 inh | Eya2 inh | FBPA coupling cs | uPA surface inh | PKM2 act | USP2a block | GALK inhibitor | KCNH2 WT inh | B2AR arrestin | Giardia killer | BCR signal inh
Listed for Cc1ccc(NC(=S)NC2CCCC2)cc1C → -4 | 6% | 1 | -3% | 0% | 3% | 2% | -2 | -0.2% | 1 | ?
Listed for O=C(Nc1ccccc1Cl)c1cc[n+]([O-])cc1 → -20 | 16% | -1 | -1% | -4% | 1% | 10% | -1 | -0.1% | -10 | -13%
Listed for NC1=NC(c2ccccc2)N=C(Nc2ccccc2)N1 (stereo unspecified) → · | -19% | 1 | · | 3% | 0% | 1% | · | 0.5% | · | ?
Listed for Cc1cccc(N2CCN(Cc3nc(-c4cccc(Oc5ccccc5)c4)oc3C)CC2)n1 → -12 | -5% | 2 | -9% | 1% | 2% | 10% | 12 | -0.5% | 17 | -2%

(further entries)
SMILES	KCNH2 3.1 inh	Eya2 inh	FBPA coupling cs	uPA surface inh	PKM2 act	USP2a block	GALK inhibitor	KCNH2 WT inh	B2AR arrestin	Giardia killer	BCR signal inh
Cc1ccc(NC(=S)NCC23C=CC(O2)C2C(=O)N(c4ccc(C)cc4)C(=O)C23)cc1 (stereo unspecified)	2	-6%	1	-5%	?	1%	1%	-3	-0.9%	-1	?
Cc1cc(C)cc(NC(=O)C(Nc2ccccc2)c2ccccc2)c1 (stereo unspecified)	-25	-9%	-3	11%	7%	1%	0%	-13	-1.1%	-14	16%
CCOC(=O)c1c(NC(=O)C(C)Sc2c[nH]c3ccccc23)sc2c1CCC2 (stereo unspecified)	6	-8%	-4	-8%	-3%	0%	·	-7	-0.3%	?	7%
O=C(O)C1C2C=CC(C2)C1C(=O)NCCCc1ccccc1 (stereo unspecified)	20	-2%	0	2%	-3%	3%	0%	1	0.1%	-5	6%
COc1ccc(/C=N/NC(=O)C(=O)N2CCN(c3ccccc3OC)CC2)cc1	3	11%	1	-25%	7%	1%	1%	-22	0.3%	-1	?
O=S(=O)(c1ccc2ccccc2c1)N1CCCCC1	3	10%	0	·	10%	-2%	-1%	0	-0.2%	8	?
CS(=O)(=O)N1N=C(c2ccccc2)CC1c1ccc2nccnc2c1 (stereo unspecified)	0	-2%	2	-2%	-1%	1%	3%	-14	-0.2%	-4	-1%
CN(NC(=O)C(C)(C)C)c1nc(-c2ccccc2)nnc1C(F)(F)F	8	15%	-3	-1%	-10%	1%	-1%	-4	-0.3%	5	9%
CCOC(=O)c1c(NC(C)=O)sc2c(OC)c(Br)ccc12	-1	7%	3	1%	-5%	-2%	0%	-3	0.1%	8	11%
CCN(C(=O)c1cc(Cl)ccc1Cl)C1CCS(=O)(=O)C1 (stereo unspecified)	-5	1%	·	-1%	·	-1%	·	3	-1.6%	1	2%
CC(C)(C)c1csc(NNC(=O)c2ccc(Cl)cc2)n1	0	-7%	0	5%	0%	1%	·	3	-0.5%	12	?
CC(Sc1nc2ccccc2c(=O)[nH]1)C(=O)O (stereo unspecified)	28	-3%	-1	-11%	-2%	0%	3%	9	-0.1%	3	11%
CC(C)OC(=O)C(C#N)c1nc2ccccc2nc1N1CCCC1 (stereo unspecified)	-4	-23%	6	5%	12%	-1%	0%	2	0.6%	15	1%
Cc1cc(NC(=O)CN2CCN(c3cccc(Cl)c3)CC2)no1	-2	-1%	0	27%	0%	1%	-1%	-7	-1.1%	10	-13%
Nc1nc(N2CCN(c3ccc(F)cc3)CC2)n[nH]1	-16	4%	-6	3%	-3%	2%	0%	4	-0.2%	-4	-5%
CCOc1ccc(C2C(C#N)=C(N)Oc3cc(C)n(CCN(C)C)c(=O)c32)cc1OCC (stereo unspecified)	-34	-22%	-3	-4%	5%	4%	-1%	-5	0.1%	-6	-10%
Cc1cc(O)ccc1N=Cc1c(C(F)(F)F)[nH][nH]c1=O	-6	5%	-22	?	-3%	1%	2%	·	0.5%	-11	?
CN(CC(O)Cn1cnc2c1c(=O)n(C)c(=O)n2C)c1ccccc1 (stereo unspecified)	-1	10%	5	4%	2%	3%	-1%	-11	-0.8%	-21	?

Screening results (PubChem BioAssay)
